EphA4 KYL inhibition: EphA4 ligand-binding antagonists – biochemical, colorimetric, mouse EphA4, primary screen (AID 689); actives 0.1% (n = 62,000); EphA4-AP binding to KYL peptide, pNPP A405; higher % means a stronger effect; inhibition, % at 10 µM, or IC50 in µM where a hit was titrated; in the data active = a potency from the dose series; inactive = the rest, 99 in 100 with inhibition below about 22%
* = called active by the depositor; & = joins results of further samples. This is a subset, so the mix of outcomes need not match the whole.

SMILES	EphA4 KYL inhibition
O=C(NCCNc1ccc(Cl)cc1[N+](=O)[O-])c1ccccc1Cl	-6.3%
CCCS(=O)(=O)c1c(S(=O)(=O)CCC)c2cnccn2c1C(=O)c1ccc(F)cc1	-13.8%
COc1ccc2c(c1)C(NC(=O)C(F)(F)F)CC2=O (stereo unspecified)	-14.0%
CCOC(=O)c1c(C)oc2cc(S(=O)(=O)O)c(O)cc12	-16.6%
COC(=O)C1Cc2c([nH]c3ccccc23)CN1 (stereo unspecified)	-17.0%
CC1(C)Nc2ccccc2N(CC(=O)N2CCCCC2)C1=O	-10.0%
N#Cc1nc(-c2ccccc2F)oc1NCCc1ccccc1	-12.0%
COc1cc(C2=NOC(C(=O)N3CCCCCC3)C2)cc(OC)c1OC (stereo unspecified)	-3.8%
c1ccc(COc2nsnc2N2CCOCC2)cc1	-6.7%
COc1ccccc1/C=C1/SC(=S)N(CNc2ccc(C)c(Cl)c2)C1=O	-0.2%
COc1ccc(CNc2ccc(C(=O)O)cc2)cc1	-11.9%
COc1ccccc1-n1cnc2cc(NCc3ccco3)ccc21	-3.1%
CCn1c(COc2ccc(Cl)cc2)nnc1SCc1nc2ccccc2[nH]1	-7.3%
COc1ccc(S(=O)(=O)NN=C2CCCC2)cc1	-4.7%
CSC1=NCCN1C(=O)COc1ccc2ccccc2c1	2.5%
COC(=O)c1cccc(NC(=O)CCCOc2ccccc2)c1	-16.6%
COc1ccccc1C/C(N)=N/OC(=O)COc1ccc2ccccc2c1	0.7%&-5.3%
Cc1ccc2cc(C)c3nnc(SCC(=O)NCc4ccco4)n3c2c1	-4.4%
COc1cc2c(C(=O)NCCCN3CCN(c4cccc(Cl)c4)CC3)cn(C)c(=O)c2cc1OC	3.2%
O=C1CC(Cc2ccc(Br)cc2)C(=O)N1c1ccccc1 (stereo unspecified)	-0.2%
Cc1ccc(-n2cccc2C(=S)N=P(N(C)C)(N(C)C)N(C)C)cc1	-40.6%
Cc1occc1C(=O)NNC(=O)c1ccc(Cl)cc1	3.4%
CCc1cc2c(=O)c(-c3cscn3)coc2cc1OC	-5.8%
COCCN(C(=O)C1CC1)c1nnc(-c2ccc(C)cc2)s1	-11.2%
COc1ccccc1C1(O)CC2CCC(C1)N2S(=O)(=O)c1ccc(C(C)=O)cc1 (stereo unspecified)	-11.6%

The list continues.
SMILES	EphA4 KYL inhibition
N#Cc1cccc(C(c2nnnn2CCc2ccccc2)N2CCN(C3CCCCC3)CC2)c1 (stereo unspecified)	-3.3%
CCOC(=O)c1cncc(NC(=O)c2ccccc2)c1	-12.1%
CCCCCCSc1nc(O)c(C2OC(=O)c3c2ccc(OC)c3OC)c(=O)n1CC (stereo unspecified)	2.6%
O=C(O)c1ccc(N/C(=N\S(=O)(=O)c2ccc(Cl)cc2)c2ccccc2)cc1	4.5%
COc1ccc(NC(=O)c2ccccc2NC(=O)CSc2ccc(C)cc2)cc1	11.3%
CC(=O)C1CCN(Cc2ccccc2)CC1	-14.9%
N=C1C(c2ccc(Br)cc2)=C(O)C2CCc3ccccc3N12 (stereo unspecified)	-7.4%
CCN(CC)C(=O)c1cc(-c2ccc(C)cc2)nc2ccccc12	1.8%
Clc1ccc2nc(CSc3nnc4ccccn34)cn2c1	-2.3%
CCOC(=O)N1CCN(C(=O)CSc2nnc(Cc3cccn3C)n2CCc2ccccc2)CC1	-18.0%
CCOc1ccc2nc(NC(=O)CSc3nc4c(c(=O)n(C)c(=O)n4C)n3C(C)C)sc2c1	1.0%
COc1ccc(CNC(=O)c2ccc(S(=O)(=O)N3CCCC3)cc2)cc1OC	-5.4%
COc1ccccc1Cn1nnc2c(=O)[nH]c(C3CCN(C(=O)c4ccc(F)cc4)CC3)nc21	-21.5%
CC1CCN(c2oc(Cc3cccc4ccccc34)nc2C#N)CC1	14.0%
CCOc1cc(/C=C2\C(=O)N(c3cccc(C(=O)O)c3)N=C2C)ccc1O	-20.3%
Cc1ccc(S(=O)(=O)N2CCC(C(=O)N[C@H](C(=O)NCc3ccco3)C(C)C)CC2)cc1	-11.1%
Cc1ccc(NC(=O)CCNS(=O)(=O)c2ccc3c(c2)oc(=O)n3C)c(C)c1	-5.4%
CCOc1ccc(NC(=O)CSc2nc(C)cc(C)n2)cc1	-15.6%
Cc1onc(-c2ccccc2Cl)c1-c1nc(-c2ccccn2)no1	-1.3%
O=C(NCc1ccccc1)c1ccc2c(=O)n(CCCN3CCCC3=O)c(=S)[nH]c2c1	-11.4%
COc1ccc(N2CSC3=C(C#N)C(c4cc(OC)ccc4OC)CC(=O)N3C2)c(OC)c1 (stereo unspecified)	4.4%
Cc1ccc(C)c(OCC(=O)N2CCOCC2)c1	-2.9%
Cc1ccc(-n2ncc3c(=O)n(CC(=O)NC4CCCC4)cnc32)cc1C	0.5%
Cc1cc(NC(=O)C2CC(c3ccc(Cl)cc3)=NO2)no1 (stereo unspecified)	-3.8%
COc1ccccc1NC(=O)CCc1nc(-c2cccs2)no1	-8.8%

(list continues)
SMILES	EphA4 KYL inhibition
CN1c2ccccc2Oc2c(c(=O)n(C)c(=O)n2C)C1c1cccc([N+](=O)[O-])c1 (stereo unspecified)	-6.1%
COc1ccc(Nc2nnc(SCC(=O)N3CCCC3)s2)cc1	-6.7%
CCCCC(=O)Nc1cccc(-c2cn3ccsc3n2)c1	-1.5%
CC(c1ccccc1)C1C(C#N)=C(N)OC2=C1C(=O)CC(C)(C)C2 (stereo unspecified)	3.8%
Cn1c(=O)n(C)c2cc(/C=N/n3cnnc3)ccc21	-3.5%
O=S(=O)(Nc1cccc2c1ccc1cccn12)c1cccs1	-7.5%
Cc1ccc(N(Cc2ccc([N+](=O)[O-])cc2)C(=O)c2ccco2)cc1	-4.1%
O=C(/C=C/c1ccc(Cl)cc1)Nc1ccc(F)c([N+](=O)[O-])c1	-9.2%
CC1CC(C)CN(CCCNC(=O)Cn2ncc3c(=O)oc4ccccc4c32)C1 (stereo unspecified)	-5.3%
CCCCOC(=O)C(C#N)c1nc2ccccc2nc1N1CCN(Cc2ccc3c(c2)OCO3)CC1 (stereo unspecified)	5.7%
O=C(COC(=O)c1ccco1)NCC1CCCO1 (stereo unspecified)	7.9%
CC12CC3(C)CC(C)(C1)CC(C(N)=O)(C2)C3	-21.3%
CCCCNC(c1ccccc1)c1ccncc1 (stereo unspecified)	21.2%
CN(C)C(=O)CN(c1ccc2c(c1)OCO2)S(C)(=O)=O	10.3%
CCN(CC)C(=O)CSc1nc(O)c(Cc2ccccc2)c(=O)n1-c1ccccc1	-9.8%
Cc1nnc(N(C)C(=O)c2ccccn2)s1	-15.8%
Cn1c(=O)cc(SCC(=O)Nc2ccccn2)c2ccccc21	-4.6%
Cn1c2c(c(=O)n(C)c1=O)C(c1ccccc1Cl)CC(=O)N2 (stereo unspecified)	-23.4%
CC(=O)N1CCN(c2ccc(NC(=O)C(C)Oc3ccc(Cl)cc3Cl)cc2)CC1 (stereo unspecified)	8.8%
Cc1ccccc1OCC(=O)NN1Cc2ccccc2C1=N	-16.6%
Cc1cc(=O)[nH]c(SCC(=O)NCCc2ccccc2)n1	-3.8%
Cc1cc(C)cc(OCC(=O)Nc2cccc(-c3nc4ncccc4o3)c2)c1	-2.0%
CCOC(=O)Cc1csc(NC(=O)c2cccs2)n1	-4.3%
Cc1ccc(C(=O)NCCn2cc(SCC(=O)Nc3cc(C)on3)c3ccccc32)cc1	-13.3%
CCCn1c(SCC(=O)N2CCCc3ccccc32)nnc1-c1ccco1	-11.1%

3 compounds already listed, sorted by count of non-hydrogen atoms, lowest first.
SMILES	EphA4 KYL inhibition
O=S(=O)(Nc1cccc2c1ccc1cccn12)c1cccs1	-7.5%
COc1ccc(Nc2nnc(SCC(=O)N3CCCC3)s2)cc1	-6.7%
CCCn1c(SCC(=O)N2CCCc3ccccc32)nnc1-c1ccco1	-11.1%

Remaining list, next part
SMILES	EphA4 KYL inhibition
CCCCc1ccc(-c2csc(/C(C#N)=C\c3ccc(C)o3)n2)cc1	14.3%
C/C(=N/NC(=O)c1ccccc1O)c1ccc(N2C(=O)C3CCCCC3C2=O)cc1 (stereo unspecified)	-9.9%
CCOc1ccc(N(C(=O)/C=C/C(=O)Nc2cc(C)on2)C(C(=O)NC2CCCC2)c2ccccc2C)cc1 (stereo unspecified)	-5.0%
Cc1ccccc1-n1c(C)nnc1SCc1nc2ccccc2s1	3.4%
CCc1cc2ccc(OC)cc2nc1SCC(=O)Nc1cc(C)on1	23.2%
CC(C)(C)C(=O)/C=c1\[nH]c(=O)/c(=C\c2ccc(C#N)cc2)s1	1.4%
CNc1cc(-n2nc(C)cc2-c2ccccc2)ncn1	1.1%
O=C(CN1C(=O)NC2(CCCCCC2)C1=O)Nc1ccc(S(=O)(=O)N2CCOCC2)cc1	-4.1%
Cc1cccc(NC(=O)C(C)N2C(=O)C3C4CC(C(Br)C4Br)C3C2=O)c1 (stereo unspecified)	-9.2%
COCCn1cc(C(=O)N2CCC(C)CC2)c2c3ccccc3n(C)c2c1=O	-3.4%
Cc1ccc(SCc2nc3ccccc3[nH]2)cc1	12.2%
Cc1cc(C)cc(-n2ccnc2SCC(=O)Nc2nccs2)c1	-14.8%
COc1ccc(NC(=O)c2cc3sccc3n2Cc2ccc(F)cc2)cc1OC	-16.2%
COc1ccc(/C=C2/SC(=S)N(CC(=O)Nc3ccc(F)c(Cl)c3)C2=O)cc1OC	0.2%
Nc1nnnn1/N=C/C(Br)=C/c1ccccc1	-4.7%
O=c1cc(N2CCc3ccccc3C2)[nH]c(=O)n1-c1ccc(Cl)cc1	-12.1%
COc1cccc(/C=N/n2c(N)c(S(=O)(=O)c3cccs3)c3nc4ccccc4nc32)c1OC	9.7%
COc1cc(CC(=O)OC2CCOC2=O)cc(OC)c1OC (stereo unspecified)	-6.8%
CCOC(=O)C1=C2SCC(=O)N2C(N)=C(C#N)C1	-8.5%
CCc1nc2ccccc2c2nc3ccccc3n12	-2.5%
CCn1c(C)[n+](CC)c2ccc([N+](=O)[O-])cc21	0.6%
O=C(CCCn1c(=S)[nH]c2ccc(Br)cc2c1=O)N1CCN(c2ccccn2)CC1	-5.8%
CCCCOC(=O)CCc1n[nH]c(=O)[nH]c1=O	-14.6%
COc1ccc(S(=O)(=O)N2CCCC2C(=O)NCc2cccs2)cc1 (stereo unspecified)	-5.2%
Cc1ccc2c(c1)c1c(n2C)C(=O)CCC1	-8.2%

(listing goes on)
SMILES	EphA4 KYL inhibition
O=C(Nc1ccccc1-c1nc2ccccc2s1)c1ccco1	-12.0%
c1ccc(CN2CCN(c3nc4ccccc4n4cnnc34)CC2)cc1	4.9%
O=C1CC(c2cccc(Br)c2)c2cc(Br)c3ccccc3c2N1 (stereo unspecified)	-4.0%
OCCCCNCc1ccc(OCc2ccc(Cl)cc2)cc1	-10.1%
COc1ccc(N=C(NOC(C)=O)c2ccc(Cl)cc2)c(OC)c1	-4.4%
O=C(NC1CCCC1)C(c1ccsc1)N(Cc1ccccc1)C(=O)Cc1cccs1 (stereo unspecified)	-4.6%
COc1cccc(C(=O)NC2CC3CCCC(C2)N3CC(=O)Nc2ccc(N(C)C)cc2)c1 (stereo unspecified)	-9.9%
CCN(CC)C(=O)c1ccc2c(=O)n(CCOC)c(=S)[nH]c2c1	0.5%
CCOCCOC(=O)c1ccc(NC(=O)COc2cc(C)cc(C)c2)cc1	7.7%
COc1ccc(CCNC(=O)COC(=O)c2cnccn2)cc1	1.6%
COc1cccc(-n2c(SCC(=O)O)nnc2-c2cccnc2)c1	-6.5%
COc1cccc(-c2cc(C(=O)Nc3cccc(O)c3)no2)c1	-8.1%
COc1ccc(C2=NOC(C(=O)NCC(C)C)C2)cc1 (stereo unspecified)	-13.3%
O=C(COC(=O)C1CC(O)CN1C(=O)Oc1ccccc1)c1ccc(Cl)cc1 (stereo unspecified)	8.1%
O=C(CSc1nc2ccccc2c(=O)[nH]1)NCc1ccc(Cl)cc1	1.5%
CCOC(=O)c1cnc2c(C)c(Cl)ccc2c1N1CCOCC1	-7.9%
O=C(c1c[nH]c2ccc(S(=O)(=O)N3CCOCC3)cc2c1=O)N1CCCC1	3.9%
O=C(NCC1CCCO1)c1ccc(I)cc1 (stereo unspecified)	-1.8%
Cc1nc(NC(=O)CC(C)C)sc1-c1csc(Nc2ccc(Cl)cc2Cl)n1	14.3%
CC(=O)Nc1ccc(C(=O)CSc2nnc(C)o2)cc1	-5.3%
O=C(c1ccc(=O)oc1)N1CCCc2ccccc21	-4.6%
CC(C)(C)c1ccc(COC(=O)CNC(=O)CNC(=O)Cc2ccccc2)cc1	-8.5%
CC(=O)c1cc(-c2ccccc2)n(CC(=O)NCc2cccs2)c1C	-1.6%
CS(=O)(=O)NCCSCc1ccc(Cl)cc1	-11.8%
CC1=CC(=C(C#N)c2nc3ccccc3s2)C=C(C)N1Cc1ccco1	17.4%

The results go on:
SMILES	EphA4 KYL inhibition
CN1CC(=O)N/C1=N\C(=O)Nc1ccc2c(c1)N(C)C(=O)CS2	-14.6%
COC(=O)c1[nH]c(C)c(/C(O)=C2\C(=O)C(=O)N(CCN(C)C)C2c2ccc(C)o2)c1C (stereo unspecified)	-5.1%
C=CCn1c(C)c(C(C)=O)c(N2CCCC2)nc1=S	-10.3%
CCCOc1ccc(C(C)=O)cc1CSc1nc(O)cc(=O)[nH]1	3.4%
CC1CCN(C(=O)CNC(=O)Cn2ccc3ccccc3c2=O)CC1	-5.7%
CCN(CC)S(=O)(=O)c1cc(C(=O)Nc2ccccc2C(=O)O)ccc1OC	-6.0%
CC(C)(C)NC(=O)/C(=C\c1cccs1)NC(=O)c1ccccc1	9.6%
COc1ccc(-n2nc(C(=O)NCc3ccco3)c3ccccc3c2=O)cc1	-11.5%

Not a retest: seven of the compounds above.
SMILES	EphA4 KYL inhibition
COC(=O)c1[nH]c(C)c(/C(O)=C2\C(=O)C(=O)N(CCN(C)C)C2c2ccc(C)o2)c1C (stereo unspecified)	-5.1%
C=CCn1c(C)c(C(C)=O)c(N2CCCC2)nc1=S	-10.3%
CCCOc1ccc(C(C)=O)cc1CSc1nc(O)cc(=O)[nH]1	3.4%
CC1CCN(C(=O)CNC(=O)Cn2ccc3ccccc3c2=O)CC1	-5.7%
CCN(CC)S(=O)(=O)c1cc(C(=O)Nc2ccccc2C(=O)O)ccc1OC	-6.0%
CC(C)(C)NC(=O)/C(=C\c1cccs1)NC(=O)c1ccccc1	9.6%
COc1ccc(-n2nc(C(=O)NCc3ccco3)c3ccccc3c2=O)cc1	-11.5%
